Assay outcomes deposited in PubChem BioAssay by several laboratories.
Rac1 wt GTP bind: modulators of human Rac1 wildtype GTP binding; P63000; GST-Rac1 beads, fluorescent GTP binding, flow cytometry; actives lie on both sides; 0 = cold GTP competed, 100 = untreated; GTP binding activity (% of control), % at 10 µM; 190,000 tested, 0.27% active;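 active = GTP binding activity at least 20 points away from the 100% control level, either lower or higher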
Cdc42 wt GTP: changes GTP binding to wildtype human Cdc42 | 190,000 tested, 0.2% active | percent activity (GTP binding), % at 10 µM | GST-Cdc42 beads, Bodipy-GTP binding, flow cytometry; actives lie on both sides | AID 761;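 active = percent activity GTP binding at least 20 points away from the 100% baseline, either down as inhibitor or up as activator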;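 note: median bead fluorescence of bound Bodipy-FL-GTP at 100 nM; 0% = excess unlabeled GTP control and 100% = no compound control; below 100% means less GTP binding so inhibitor and above means activator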
Target sequence (P60953 whole entry, looked up): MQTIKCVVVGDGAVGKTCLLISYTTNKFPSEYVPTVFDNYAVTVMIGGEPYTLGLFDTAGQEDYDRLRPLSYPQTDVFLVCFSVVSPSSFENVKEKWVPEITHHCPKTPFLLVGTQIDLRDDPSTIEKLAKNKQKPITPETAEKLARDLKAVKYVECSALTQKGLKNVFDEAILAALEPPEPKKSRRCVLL
Pf gamet viab: P. falciparum stage V gametocyte viability inhibition. AID 743093. inhibition, % at 10.9 µM. 150,000 tested, 0.065% active. P. falciparum stage V gametocytes, ATP luminescence, 24 h;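 active = inhibition above the mean plus 3 SD of compounds within the control limits, set per campaign, cut at about 38% in these data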;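 note: 0% = DMSO wells and 100% = medium only without gametocytes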
Mcl1-Bid inh: Mcl-1/Bid interaction inhibition; Q07820; TR-FRET Mcl-1/Bid-Dy647 peptide binding, 1536-well; inhibition, % at 21.7 µM; 220,000 tested, 0.97% active; AID 1021;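 active = compounds that cut the binding signal by more than half at the single screening dose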;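 note: His-tagged Mcl-1 with europium anti-His antibody binding Bid BH3 peptide; 0% = Mcl-1 plus peptide wells and 100% = peptide-only wells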
Target sequence (Q07820 whole entry, looked up): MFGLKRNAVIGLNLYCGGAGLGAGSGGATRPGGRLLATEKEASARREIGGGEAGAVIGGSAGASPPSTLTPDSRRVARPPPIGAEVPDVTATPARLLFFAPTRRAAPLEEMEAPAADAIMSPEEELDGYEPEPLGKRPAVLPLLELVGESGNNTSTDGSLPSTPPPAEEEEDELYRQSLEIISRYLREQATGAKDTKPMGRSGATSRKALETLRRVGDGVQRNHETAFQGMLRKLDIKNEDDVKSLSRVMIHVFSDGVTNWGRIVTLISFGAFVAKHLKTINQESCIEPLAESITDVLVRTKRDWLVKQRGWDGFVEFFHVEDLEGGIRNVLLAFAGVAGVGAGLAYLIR
Mcl1 Noxa PPI: Mcl-1/Noxa interaction inhibition. inhibition, % at 21.7 µM. TR-FRET Mcl-1/Noxa peptide binding, 2 h. Q07820. 220,000 tested, 1.5% active;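 active = compounds that cut the protein-peptide binding signal by more than 50% relative to plate controls in a single-dose test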;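 note: His-tagged Mcl-1 with rhodamine Noxa BH3 peptide and terbium anti-His antibody; 0% = Mcl-1 plus Noxa peptide wells and 100% = peptide-only wells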
Mcl-1 Bim block: human Bim-Mcl-1 interaction inhibition; Bead-based flow cytometry, Bim peptide-Mcl-1 binding; inhibition, % at 10 µM; Q07820; 190,000 tested, 0.1% active; in the data active = inhibition above about 40%;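 note: 0% = no compound tracer wells and 100% = peptide blocker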
Avidin bead fluor: compound fluoresces at 488/530 nm on avidin beads; compound fluorescence 488/530 nm, flow cytometry; hits give high values; fluorescence (KMESF) at 10 µM; 220,000 tested, 0.38% active; in the data active = fluorescence above about 47; note: inactives centre near 10
HRas wt GTP bind: modulators of GTP binding to human HRas wildtype; P01112; GST-Ras wt beads, Bodipy-FL-GTP binding, flow cytometry; actives lie on both sides; GTP binding activity, % at 10 µM; 190,000 tested, 0.14% active;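 active = GTP binding activity at least 20% away from the 100% baseline, either lowered as inhibitor or raised as activator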;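 note: 0% = unlabeled GTP competition control and 100% = no-compound control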
Target sequence (P01112 whole entry, looked up): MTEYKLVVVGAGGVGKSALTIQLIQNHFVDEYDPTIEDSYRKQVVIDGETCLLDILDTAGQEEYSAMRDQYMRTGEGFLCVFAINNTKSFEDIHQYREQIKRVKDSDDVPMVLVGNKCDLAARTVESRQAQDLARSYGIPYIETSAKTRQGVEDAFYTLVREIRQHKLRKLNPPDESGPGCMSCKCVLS
Rab2A wt mod: changes GTP binding to wildtype dog Rab2A, up or down; P61105; GST-Rab2 wt beads, Bodipy-GTP binding, flow cytometry; GTP binding activity, % at 10 µM; 190,000 tested, 0.19% active;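 active = GTP binding activity at least 20 points away from 100%, either lowered or raised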;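 note: 0% = beads with excess unlabeled GTP and 100% = no-compound control corrected for plate trend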
Rac1 act GTP bind: human Rac1 activated mutant GTP binding change | P63000 | GST-Rac1 activated beads, fluorescent GTP binding, flow cytometry; actives lie on both sides; 100% means binding = to untreated wells | percent activity (GTP binding), % at 10 µM | 190,000 tested, 0.11% active | AID 764;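 active = GTP binding at least 20 percentage points away from the 100% baseline, in either direction, so actives lie on both sides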
Rab7 wt GTP bind: modulators of GTP binding to dog Rab7 wildtype GTPase; GTP binding activity (percent of control), % at 10 µM; GST-Rab7 beads, fluorescent GTP binding, flow cytometry; actives lie on both sides; untreated = 100%, excess cold GTP = 0%; 190,000 tested, 0.055% active;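 active = fluorescent GTP binding to Rab7 beads changed by at least 20 points from the 100% baseline, either direction, mostly lower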;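 note: median green fluorescence of bound Bodipy-FL-GTP per Rab7 bead population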
* hit, by the source's call; x = no result given. The order is random; any-hit rate near 2.7%.

cpd	Structure	Rac1 wt GTP bind	Cdc42 wt GTP	Pf gamet viab	Mcl1-Bid inh	Mcl1 Noxa PPI	Mcl-1 Bim block
1	CCOC(=O)Cn1c(-c2cccnc2Cl)nc2cc(C)c(C)cc21	110	106	x	-17	11	-2
2	CCOc1ccc(-c2cnc(N)n2C)cc1	103	105	x	-54	-24	-2
3	CSc1ccc(Cl)c(C(=O)NCC(C)C)c1	105	104	x	-25	-1	-3
4	CC(C)(C)NC(=O)NC(=O)CN1CCCCC1	100	99	35	-13	1	-3
5	COc1ccc(C2(O)CCN(C(=O)c3ccc4c(c3)OCO4)CC2)cc1	106	103	x	-14	8	-5
6	O=C(N/N=C/c1ccco1)c1ccc(NC(=O)C2CC2)cc1	94	92	-12	-13	11	-2
7	CCC(=O)N1c2ccccc2NC2=C(C(=O)CCC2)C1c1ccccc1 (centres undefined)	97	98	-14	9	1	-7
8	COc1ccc(-n2cnc3cc(NCc4cccs4)ccc32)cc1	91	89	2	-45	4	2
9	COc1cccc(-c2nnc(SCC(N)=O)n2-c2ccc(Cl)cc2)c1	98	102	-3	0	6	-4
10	Cc1n[nH]c(C)c1S(=O)(=O)N(CC(=O)N1CCc2ccccc21)c1ccc(C(C)C)cc1	105	101	x	0	17	1
11	Nc1nc2n(n1)C(c1cccs1)CC(c1ccccc1)N2 (centres undefined)	102	102	9	-9	-1	0
12	Cc1cc(NC(=O)CC(F)(F)F)n(-c2ccccc2)n1	98	97	-21	-10	-4	-2
13	CC(C)OC(=O)CSc1nnc(-c2cccnc2)n1Cc1ccccc1	107	100	-15	-17	4	0
14	O=C(NNc1ncnc2c1cnn2-c1ccccc1)c1cccs1	103	97	21	-21	9	-2
15	CCOc1ccc2[nH]cc(C(=O)NCCCN3CCOCC3)c(=O)c2c1	95	94	-7	-7	3	-4

cpd	Avidin bead fluor	HRas wt GTP bind	Rab2A wt mod	Rac1 act GTP bind	Rab7 wt GTP bind
1	27	103	103	100	105
2	17	108	109	102	109
3	23	102	104	101	101
4	22	100	98	97	107
5	33	100	100	99	98
6	14	95	97	94	100
7	4	98	98	96	99
8	6	94	97	95	98
9	11	102	101	100	102
10	6	100	100	100	99
11	4	99	101	97	102
12	18	97	98	94	99
13	5	99	101	99	95
14	11	101	98	96	100
15	8	94	94	93	99

Carrying on:
cpd	Structure	Rac1 wt GTP bind	Cdc42 wt GTP	Pf gamet viab	Mcl1-Bid inh	Mcl1 Noxa PPI	Mcl-1 Bim block
16	CCN(CC)S(=O)(=O)c1ccc(N2CCCC2)c(C(=O)Nc2ccc(OC)c(Cl)c2)c1	101	98	2	-34	5	-3
17	Cc1onc(-c2ccccc2)c1C(=O)N1CCN(Cc2ccc3c(c2)OCO3)CC1	101	98	12	-8	5	0
18	CCCc1cc(-c2ccc(O)c(OCC)c2)c(C#N)c(N)n1	103	98	x	-7	11	-2
19	COCCCNC(=O)c1ccc(C2SCC(=O)N2Cc2ccco2)cc1 (centres undefined)	97	93	x	-19	-8	-3
20	Cc1ccc(CC2CC(=O)N(c3nc4ccccc4n3C)C2=O)cc1 (centres undefined)	103	101	28	15	24	0
21	O=C(CN1C(=O)COc2ccccc21)NCc1ccccn1	92	97	x	-12	19	0
22	CC(=O)c1ccc(N2CCN(C(=O)C3CCCN(S(=O)(=O)c4cnc[nH]4)C3)CC2)cc1 (centres undefined)	104	102	-5	-7	8	-2
23	NS(=O)(=O)c1ccc(N2N=C(c3ccccc3)CC2c2ccccc2)cc1 (centres undefined)	99	71*	8	-14	6	-3
24	CC1CCC2(CC1)NC(=O)N(CC(=O)Nc1sc3c(c1C(N)=O)CCC3)C2=O (centres undefined)	92	92	-9	-84	64*	3
25	FC(F)(F)c1cccc(NC(=S)NC2CCCC2)c1	107	101	-3	-48	0	-7
26	COc1c(C(O)CC(C)C)ccc2c1C(=O)OCc1cc(C)cc(O)c1O2 (centres undefined)	98	97	x	-13	-15	-2
27	Cc1nc2ccccc2n1CC(=O)NCCN1CCOCC1	108	103	x	-4	21	-33
28	CCOC(=O)CN1C2=NCCCN2c2ccccc21	97	92	-15	-27	14	1
29	CC(=O)Nc1cccc(C(=O)Oc2cccc(C)c2)c1O	100	105	x	15	-7	-1
30	CCCCn1c(SCc2nnc(-c3ccccc3)o2)nc2c1c(=O)n(C)c(=O)n2C	105	103	x	2	2	0

cpd	Avidin bead fluor	HRas wt GTP bind	Rab2A wt mod	Rac1 act GTP bind	Rab7 wt GTP bind
16	14	97	94	94	101
17	10	98	99	94	107
18	44	99	99	99	103
19	20	94	95	99	93
20	8	100	98	96	96
21	46	94	93	93	93
22	8	101	101	98	102
23	13	98	100	97	94
24	10	92	91	91	95
25	14	102	102	102	99
26	6	97	98	95	103
27	8	102	98	99	99
28	10	96	97	94	104
29	32	101	100	100	100
30	38	101	100	98	102

Continued:
cpd	Structure	Rac1 wt GTP bind	Cdc42 wt GTP	Pf gamet viab	Mcl1-Bid inh	Mcl1 Noxa PPI	Mcl-1 Bim block
31	CC(C)(C)c1ccc(C2CC2C(=O)N/N=C\c2cc3ccccc3nc2Cl)cc1 (centres undefined)	96	97	5	18	-7	0
32	CC(C)c1nc2sc3c(NCc4ccco4)ncnc3c2c2c1COC(C)(C)C2	103	102	x	-16	29	-1
33	CC(C)NC(=O)NC(=O)CN1C(=O)NC(Cc2c[nH]c3ccccc23)C1=O (centres undefined)	95	93	-1	-28	12	1
34	c1ccc(CN=C2Nc3ccccc3CS2)nc1	100	100	4	-7	22	-2
35	CCCCn1cc(C(=O)c2cc(Br)ccc2O)cc(C#N)c1=O	90	91	3	-14	2	-2
36	O=C(O)c1cc(N/N=C/c2ccc(N3CCOCC3)s2)ccc1Cl	98	97	-1	-100	86*	-2
37	O=C(Nc1ccc(NC(=O)c2ccco2)cc1)c1cnccn1	103	104	x	-8	7	-4
38	O=C(c1cn(-c2ccccc2)nc1-c1cccc([N+](=O)[O-])c1)N1CCCCC1	95	97	-1	1	13	-3
39	O=C(CC(NS(=O)(=O)c1ccc(Cl)cc1)c1ccco1)N1CCc2ccccc21 (centres undefined)	91	94	x	11	13	-4
40	CCOc1ccccc1C(=O)NC(CO)C(=O)O (centres undefined)	102	102	4	-16	1	-6
41	O=C(NC1CCS(=O)(=O)C1)c1ccc(S(=O)(=O)NCC2CCCO2)cc1 (centres undefined)	93	97	-14	9	2	-5
42	CCCC(=O)NC(c1cccs1)c1cc(Cl)c2cccnc2c1O (centres undefined)	97	97	-4	-59	-21	0
43	CC(=O)Nc1ccc(NC(=O)C(C)OC(=O)/C=C/c2cn(-c3ccccc3)nc2-c2cccnc2)cc1 (centres undefined)	103	96	13	39	8	-1
44	CC1CC1C(=O)Nc1nc(-c2cccs2)c(-c2cccs2)s1 (centres undefined)	101	94	x	-72	1	-4
45	CS(=O)(=O)Nc1cccc(C2=NN(C(=O)c3ccccc3Cl)C(c3ccccc3O)C2)c1 (centres undefined)	105	99	25	10	1	-5

cpd	Avidin bead fluor	HRas wt GTP bind	Rab2A wt mod	Rac1 act GTP bind	Rab7 wt GTP bind
31	6	98	97	98	97
32	9	103	100	100	100
33	10	95	98	94	101
34	10	100	99	96	96
35	39	93	91	89	94
36	11	94	92	94	95
37	23	101	99	98	100
38	20	102	100	94	104
39	13	93	91	92	92
40	6	103	101	97	104
41	14	100	98	95	100
42	7	94	96	95	98
43	12	99	98	98	98
44	9	98	96	97	97
45	5	99	97	95	96

Further structures.
cpd	Structure	Rac1 wt GTP bind	Cdc42 wt GTP	Pf gamet viab	Mcl1-Bid inh	Mcl1 Noxa PPI	Mcl-1 Bim block
46	Cc1ccc2c(CN3CCN(S(=O)(=O)/C=C/c4ccccc4)CC3)cc(=O)oc2c1	98	98	x	-14	25	0
47	CC(C)CC1(C)N=C(c2ccccc2)C(=S)N1 (centres undefined)	102	99	-6	-64	-2	3
48	COc1ccc(CNC(=S)Nc2ccc(F)c(Cl)c2)cc1OC	94	90	11	-32	13	-2
49	Cc1c(Cl)cnn1CC(=O)NC1C(=O)N2C(C(=O)O)=C(CSc3nnnn3C)CSC12 (centres undefined)	107	101	x	-35	19	-2
50	COc1cccc(C2=NOC(C(=O)NC(C)(C)C)C2)c1 (centres undefined)	97	103	x	-3	12	0
51	CCOC(=O)c1c(C)[nH]c(C)c1C(=O)COC(=O)c1ccc(O)cc1	97	93	-32	3	23	1
52	CNc1cnn(-c2ccccc2)c(=O)c1Cl	101	103	x	-12	10	-2
53	Cc1nc(Nc2ccccc2)[nH]c(=O)c1CCC(C)C	99	103	-3	-11	6	-4
54	CCOC(=O)N1CCN(C(=O)C2CC(c3cc(OC)ccc3OC)=NO2)CC1 (centres undefined)	100	100	x	4	16	1
55	CCOc1ccc(N(CC)C(=O)COc2cc(=O)n(C)c3ccccc23)cc1	99	98	x	-3	26	0

cpd	Avidin bead fluor	HRas wt GTP bind	Rab2A wt mod	Rac1 act GTP bind	Rab7 wt GTP bind
46	6	97	99	100	93
47	10	101	101	98	107
48	9	92	95	87	108
49	12	100	99	104	102
50	17	102	104	96	95
51	11	93	95	99	92
52	5	103	104	100	103
53	7	102	102	100	99
54	10	99	98	97	95
55	7	98	97	97	100

Structures from the list above that have an aryl methoxy group, in the order listed:
cpd	Structure	Rac1 wt GTP bind	Cdc42 wt GTP	Pf gamet viab	Mcl1-Bid inh	Mcl1 Noxa PPI	Mcl-1 Bim block
5	COc1ccc(C2(O)CCN(C(=O)c3ccc4c(c3)OCO4)CC2)cc1	106	103	x	-14	8	-5
8	COc1ccc(-n2cnc3cc(NCc4cccs4)ccc32)cc1	91	89	2	-45	4	2
9	COc1cccc(-c2nnc(SCC(N)=O)n2-c2ccc(Cl)cc2)c1	98	102	-3	0	6	-4
16	CCN(CC)S(=O)(=O)c1ccc(N2CCCC2)c(C(=O)Nc2ccc(OC)c(Cl)c2)c1	101	98	2	-34	5	-3
26	COc1c(C(O)CC(C)C)ccc2c1C(=O)OCc1cc(C)cc(O)c1O2 (centres undefined)	98	97	x	-13	-15	-2
48	COc1ccc(CNC(=S)Nc2ccc(F)c(Cl)c2)cc1OC	94	90	11	-32	13	-2
50	COc1cccc(C2=NOC(C(=O)NC(C)(C)C)C2)c1 (centres undefined)	97	103	x	-3	12	0
54	CCOC(=O)N1CCN(C(=O)C2CC(c3cc(OC)ccc3OC)=NO2)CC1 (centres undefined)	100	100	x	4	16	1

cpd	Avidin bead fluor	HRas wt GTP bind	Rab2A wt mod	Rac1 act GTP bind	Rab7 wt GTP bind
5	33	100	100	99	98
8	6	94	97	95	98
9	11	102	101	100	102
16	14	97	94	94	101
26	6	97	98	95	103
48	9	92	95	87	108
50	17	102	104	96	95
54	10	99	98	97	95
